PI4K2A inh – inhibitors of human PI4K2A. Q9BTU6. purified PI4K2A, ADP-Glo luminescence, 1 h; hits give low values. activity change, negative = inhibition, % at 76.9 µM. 0.13% of 420,000 active. AID 1346378; in the data active means activity change below about -50%; inconclusive means mostly about -30% to -49%;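 further: -100% = wells without enzyme as full effect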
Target sequence (Q9BTU6 whole entry, looked up): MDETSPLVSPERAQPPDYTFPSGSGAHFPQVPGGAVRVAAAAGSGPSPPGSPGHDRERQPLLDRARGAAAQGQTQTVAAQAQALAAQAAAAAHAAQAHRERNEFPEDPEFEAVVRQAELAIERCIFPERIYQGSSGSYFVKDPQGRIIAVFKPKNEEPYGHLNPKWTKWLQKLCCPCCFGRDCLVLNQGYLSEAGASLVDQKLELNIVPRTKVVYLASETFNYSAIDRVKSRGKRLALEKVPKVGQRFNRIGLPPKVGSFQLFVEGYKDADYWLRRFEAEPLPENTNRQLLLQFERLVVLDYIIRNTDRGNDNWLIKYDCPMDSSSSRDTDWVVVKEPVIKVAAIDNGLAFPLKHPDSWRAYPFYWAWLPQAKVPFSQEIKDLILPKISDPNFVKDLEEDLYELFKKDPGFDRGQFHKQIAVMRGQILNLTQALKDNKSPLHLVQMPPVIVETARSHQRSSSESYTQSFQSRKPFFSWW
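In this quantitative HTS, ADP production by PI4K2A was quantified luminescently after 1 h at ambient temperature; 100 microM adenosine served as plate-quality control.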
JMJD2A Tudor – inhibitors of human JMJD2A Tudor domain; AID 504339; O75164; AlphaScreen JMJD2A-Tudor / H3K4me3 peptide binding; 4.4% of 390,000 active; Potency, µM (series often up to 114 µM), without a hit: at the highest dose activity change, negative = inhibition, most hits filed as inhibitors; further: potency means the concentration at half of the fitted maximal effect; on the % scale 0 is the no-effect control and ±100 the full control effect; nearly all actives have a fitted effect of over 50% in size
POLH inh – blocks human DNA polymerase eta activity | Q9Y253 | recombinant Pol eta, fluorescent DNA replication assay | Potency, µM (titrated, usually from 114 µM), for the others: top-dose activity change, negative = inhibition, actives largely listed as inhibitors | 1.2% of 390,000 active; further: potency means the concentration at half of the fitted maximal effect; on the % scale 0 is the no-effect control and ±100 the full control effect
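Fluorescent replication assay: 50 nM final substrate added after a 15 min room-temperature compound preincubation with 10 nM enzyme. Signal taken at 0 min and again at 10 min.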
PGK inhibitor – T. brucei PGK inhibition. 0.043% of 380,000 active. PGK/GAPDH coupled, Kinase-Glo luminescence, 60 min. Potency, µM (highest dose often 57.5 µM), inactives show top-dose activity change, negative = inhibition, hits mostly inhibitors; further: potency means the concentration at half of the fitted maximal effect; on the % scale 0 is the no-effect control and ±100 the full control effect; nearly all actives have a fitted effect of over 60% in size
Target sequence (P07378 whole entry, looked up): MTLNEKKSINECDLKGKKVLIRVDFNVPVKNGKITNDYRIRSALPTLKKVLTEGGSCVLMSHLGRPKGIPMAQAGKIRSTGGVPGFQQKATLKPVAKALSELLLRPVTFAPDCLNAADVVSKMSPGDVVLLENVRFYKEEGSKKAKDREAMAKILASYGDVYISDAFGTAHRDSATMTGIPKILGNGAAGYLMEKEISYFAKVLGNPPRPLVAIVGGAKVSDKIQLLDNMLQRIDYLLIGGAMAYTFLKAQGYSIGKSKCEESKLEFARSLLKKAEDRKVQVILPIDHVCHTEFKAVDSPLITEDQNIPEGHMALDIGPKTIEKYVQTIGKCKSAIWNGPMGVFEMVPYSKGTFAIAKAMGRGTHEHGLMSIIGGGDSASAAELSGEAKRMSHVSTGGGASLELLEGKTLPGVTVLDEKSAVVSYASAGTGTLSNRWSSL
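Recombinant glycosomal PGK reaction used 1,3-bisphosphoglycerate generated in-well by GAPDH (100nM final) in 100mM TEA pH 7.6, 5mM MgCl2, 0.01% Tween-20. After 60 minutes at room temperature, ATP was read by Kinase-Glo Plus luminescence end-point.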
G9a block – blocks human histone lysine methyltransferase G9a | Q96KQ7 | G9a H3K9 monomethylation, AlphaScreen, 2 h | Potency, µM (doses to about 102 µM), for the others: at the highest dose activity, negative = inhibition, usual class: inhibitors | 8.8% of 350,000 active; further: potency means the concentration at half of the fitted maximal effect; on the % scale 0 is the no-effect control and ±100 the full control effect; nearly all actives have a fitted effect of over 75% in size
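G9a (20 nM) preincubated 15 min RT with compounds, then 500 nM biotinylated H3K9 peptide and 20 uM SAM added; 2 h RT reaction. Monomethyl-H3K9 product detected by AlphaScreen with anti-H3K9me1 antibody, streptavidin donor and anti-rabbit IgG acceptor beads.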
GLS inhibitor – blocks human kidney-isoform glutaminase activity; O94925; GLS enzymatic activity, qHTS titration; Potency, µM (doses to about 45.5 µM), for inactives: at the highest dose activity change, negative = inhibition, most hits filed as inhibitors; 0.21% of 410,000 active; AID 624170; further: potency means the concentration at half of the fitted maximal effect; on the % scale 0 is the no-effect control and ±100 the full control effect
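Human kidney-isoform GLS in 45 mM KH2PO4 pH 8.2, 0.02% Tween-20, with compound, started with 1mM L-Glutamine (added stock). Glutamate oxidase/HRP/Amplex red coupled fluorescence read at start and after 30 min at RT.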
BAZ2B block – BAZ2B (human) inhibition | Q9UIF8 | 4.4% of 360,000 active | AlphaScreen BAZ2B-H3K14Ac peptide displacement | Potency, µM (titrated, usually from 114 µM), inactives show at the highest dose activity change, negative = inhibition, hits mostly inhibitors; further: potency means the concentration at half of the fitted maximal effect; on the % scale 0 is the no-effect control and ±100 the full control effect; nearly all actives have a fitted effect of over 60% in size
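AlphaScreen displacement: compounds (up to 110uM) incubated 30 min at room temperature with a preformed 50 nM BAZ2B/50 nM biotinylated H3K14Ac peptide complex in PBS pH 7.4 with Tween-20. Donor and acceptor beads at 10 ug/mL final added, 20 min light-protected before reading.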
HP1b binding inh – HP1-beta chromodomain-methylated histone interaction inhibition; AlphaScreen HP1-beta / biotin-H3K9me3 peptide binding; Potency, µM (top dose mostly 114 µM), for the others: at the top dose activity change, negative = inhibition, usual class: inhibitors; 0.56% of 390,000 active; further: potency means the concentration at half of the fitted maximal effect; nearly all actives have a fitted effect of over 70% in size; inactives centre near 23
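Compound inhibition of the preformed complex between 50 nM HP1-beta and 50 nM biotinylated H3K9me3 peptide was read by AlphaScreen. Buffer was PBS pH 7.4 with 0.01% Tween-20. Incubations ran 30 min at room temperature, with 10 ug/mL donor/acceptor beads.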
Pin1 inhibitor – inhibitors of human Pin1; AID 504891; Pin1 FP peptide displacement, HiFluor488, 10 min; Potency, µM (doses to about 115 µM), inactives show top-dose activity, negative = inhibition, most hits filed as inhibitors; 0.009% of 390,000 active; active means well fitted inhibition curve with a large enough effect in the polarisation, with a control signal flat, not every such curve was filed as active; inconclusive means small, poorly fitted or top-dose-only effect, or effect the other way, or a change in a side signal; inactive means no such curve, though single readings can be large or run the other way; the % refers to the polarisation; further: potency means the concentration at half of the fitted maximal effect; on the % scale 0 is the no-effect control and ±100 the full control effect
* = called active by the depositor; i = inactive; ? = inconclusive; . = no result given; & = joins results of further samples; [ ] = remark or other dose. Unless noted, the call rests on the fitted dose curve; in most records, active means well fitted curve in the direction sought with a large enough effect; inconclusive means small, poorly fitted or top-dose-only effect, or another doubt; inactive means no such curve, though single readings can be large; an effect the other way counts as inactive or inconclusive.

| nr | canonical_smiles | PI4K2A inh | JMJD2A Tudor | POLH inh | PGK inhibitor | G9a block | GLS inhibitor | BAZ2B block | HP1b binding inh | Pin1 inhibitor |
| --- | --- | --- | --- | --- | --- | --- | --- | --- | --- | --- |
| 1 | COC(=O)C1=C(c2cccc(OCc3ccccc3)c2)C[C@@H]2CC[C@H]1N2C(=O)NNCc1ccccc1 | -3 | ? | -10% | -8% | 3%[2.33 µM] | 4% | -1% | 23% | 18% |
| 2 | COc1ccc(CCNC(=O)N2c3ccccc3Sc3ccccc32)cc1 | 12 | 3% | -17% | -3% | . | 26% | . | 45%[activator] | 5% |
| 3 | COc1ccc(Cn2c(=O)oc3ccc(C)cc32)cc1OC | 1 | -10% | -9% | -3% | 10%[12.7 µM] | -2% | -2% | 65%[activator] | 3% |
| 4 | CC(=O)C1CCC2C3CC(O)C4CC(O)CCC4(C)C3CCC12C (stereo not drawn) | 3 | -14% | -13% | i | . | 2% | . | 40%[activator] | 2% |
| 5 | CCn1c(=O)n(CC(=O)N2CCC3(CC2)OCCO3)c(=O)c2ccccc21 | 1 | -13% | -4% | -10% | -7%[2.33 µM] | 7% | 12% | 23% | -7% |
| 6 | O=C(CCC(=O)N1C[C@H]2C[C@@H](C1)c1cccc(=O)n1C2)NCc1ccccc1 | 0 | -12% | -22% | -3% | 11%[12.7 µM] | 1% | 9% | 0% | 19% |
| 7 | Cc1cccc(-n2nc(C)c(C(=O)N3CCN(c4ccccc4)CC3)c2-n2cccc2)c1 | -1 | ? | -22% | i | -35%[59 µM] | 6% | ? | -5% | 2% |
| 8 | CSc1ccc(C(=O)C2CCCN(C)C2)cc1 (stereo not drawn) | 1 | -11% | -23% | 0% | 14% | -3% | 1% | 33% | -2% |
| 9 | Oc1ccc(/C=N/NP(=S)(c2ccccc2)c2ccccc2)cc1 | 1 | ? | -5% | 0% | ? | 5% | ? | ? | 4% |
| 10 | CCOP(=S)(OCC)SCC(=O)NC(C)(CC)C(=O)O (stereo not drawn) | 4 | -11%[57.1 µM] | 4% | i | ? | -2% | 6% | 51%[activator] | -8% |
| 11 | O=C(C[n+]1ccn(CCCNP2(=O)C=C(c3ccccc3)OC(c3ccccc3)=C2)c1)c1ccccc1 | 0 | -17% | -2% | 2% | -12% | 1% | -6% | 41%[activator] | 0% |
| 12 | COc1ccccc1CCNC1C2CC3CC(C2)CC1C3 (stereo not drawn) | 0 | -8% | -9% | i | -15%[59 µM] | 4% | 5% | 15% | -4% |
| 13 | COC(=O)c1c(C)n(Cc2ccco2)c2ccc(O)cc12 | -1 | -12% | -21% | -8% | ? | -2% | -35% | 13% | 0% |
| 14 | O=[N+]([O-])O[C@H]1CO[C@H]2[C@@H]1OC[C@H]2O[N+](=O)[O-] | 2&-2 | -9% | -12% | 3% | -1%[59 µM] | 17% | 11% | 22% | 8% |
| 15 | COc1ccc(-n2c(O)c(/C=C3\C=Nc4ccc(Br)cc43)c(=O)[nH]c2=O)cc1 | -3 | -13% | -16% | -2% | -15% | -7% | -12% | 9% | ? |
| 16 | CCCCOc1ccc(CCN)cc1Cl | -5 | -6% | -20% | i | -5%[59 µM] | -9% | 0% | 31% | 1% |
| 17 | O=C1C(Cl)=C(N2CCCCCC2)C(=O)N1c1ccccc1 | 8 | 20%[57.1 µM] | -14% | -12% | 70%[activator][59 µM] | -3% | . | 255%[activator] | -1% |
| 18 | Nc1c(Br)cc(Br)cc1CNC1CCC(O)CC1 (stereo not drawn) | 4&-5 | -12%&0% | -19%&-18% | 9%&1% | 7%[12.7 µM] | 45%&-4%&2%[activator] | 4%&-11% | 19%&56% | -1%&-7% |
| 19 | COC(=O)c1ccccc1N=Cc1c(O)[nH]c(=S)[nH]c1=O | -6 | -5%[11.4 µM] | 0% | i | ? | 6% | -14% | 2% | 12% |
| 20 | O=C(c1cccc(N2CCCC2=O)c1)N1CCC2(CC1)OCCO2 | 3 | -6% | -2% | 0% | 0% | -3% | ? | 51% | -1% |
| 21 | O=C1C(=O)c2ccccc2-c2ccccc21 | ? | -26% | 2.5µM* | ? | ? | -8% | ? | 20% | . |
| 22 | CN(C)C1(CNC(=O)c2ccc(Cl)c(S(=O)(=O)NCc3ccco3)c2)CCCCC1 | 5 | -17% | 5% | 11% | 0%[59 µM] | 27% | -29% | 26% | -1% |
| 23 | CC(NC(=O)Oc1ccccc1)C(c1cccs1)N1CCOCC1 (stereo not drawn) | 1 | -6% | -7% | -9% | -1%[59 µM] | 2% | 5% | 11% | 3% |
| 24 | CSC(=Nc1ccccc1)c1c(O)n(C)c(=O)n(C)c1=O | -1 | -26% | 5% | -8% | ? | 4% | 8% | 46%[activator] | 18% |
| 25 | CNCC(O)c1ccc(O)cc1 (stereo not drawn) | 0&1&-1 | 1% | -5%[57.1 µM] | -4% | -19%[59 µM] | 58%[activator] | 9% | 19% | -2% |

As entered above.
G9a block, entry 5 is entered as -7%[2.33 µM]
GLS inhibitor, entry 19 is entered as 6%
Pin1 inhibitor, entry 18 is entered as -1%&-7%
GLS inhibitor, entry 24 is entered as 4%

One compound at a time (already shown).
COC(=O)c1ccccc1N=Cc1c(O)[nH]c(=S)[nH]c1=O is listed as PI4K2A inh = -6; JMJD2A Tudor = -5%[11.4 µM]; POLH inh = 0%; PGK inhibitor = i; G9a block = ?; GLS inhibitor = 6%; BAZ2B block = -14%; HP1b binding inh = 2%; Pin1 inhibitor = 12%
CCCCOc1ccc(CCN)cc1Cl is listed as PI4K2A inh = -5; JMJD2A Tudor = -6%; POLH inh = -20%; PGK inhibitor = i; G9a block = -5%[59 µM]; GLS inhibitor = -9%; BAZ2B block = 0%; HP1b binding inh = 31%; Pin1 inhibitor = 1%

(listing goes on)
nr	Compound	PI4K2A inh	JMJD2A Tudor	POLH inh	PGK inhibitor	G9a block	GLS inhibitor	BAZ2B block	HP1b binding inh	Pin1 inhibitor
26	CCCCn1c(=O)c(C(=O)Nc2ccccc2S(N)(=O)=O)c(O)c2ccccc21	-1	-12%	-28%	-4%	18%	-6%	7%	48%[activator]	1%
27	CCOP(=S)(OCC)Oc1nc(Cl)c(Cl)cc1Cl	-9	77%[activator]	-15%	-12%	-3%[0.501 µM]	-2%	108%[activator]	93%[activator]	-1%
28	CC(C)Cn1c(-c2cccc(S(=O)(=O)N3CCOCC3)c2)n[nH]c1=S	0	7.1µM*	-9%	-6%	.	-1%	.	12%	-8%
29	Cc1cc(/C=C2/C(=O)NC(=O)N(C)C2=O)c(C)n1-c1ccccc1	-11	-27%	-9%	i	?	-6%	-13%	49%[activator]	12%
30	COc1cc(C2(C#N)CCN(C)CC2)cc(OC)c1OC	-6	-5%	-9%	-1%	.	-14%	.	26%[57 µM]	-6%
31	COc1cccc(-n2nc(C(=O)N3CCC4(CC3)OCCO4)c3ccccc3c2=O)c1	-6	5%	-16%	i	5%[12.7 µM]	-9%	8%	37%[activator]	4%
32	O=c1[nH]cc(COCC(F)(F)C(F)(F)C(F)(F)F)c(=O)[nH]1	-2	4%	-1%	i	?	-6%	-10%	36%	2%
33	N#Cc1c(/N=C/c2cc(Br)cs2)sc2c1CCC2	-9	?	-11%	-6%	.	29%	.	?	1%
34	CN1C(=O)N(C)C(=O)C(CCc2ccccn2)(CCc2ccccn2)C1=O	-8	-13%	-5%	-7%	-20%[59 µM]	-8%	23%	22%	-1%
35	Cc1cc2oc(=O)cc(-c3cc4ccccc4o3)c2cc1OC(=O)N(C)C	0	-24%	-7%	i	40%	-14%	-1%	18%	19%
36	CC(C)Oc1ccc(CC2(CCc3ccncc3)C(=O)NC(=O)NC2=O)cc1	1	3%	-20%	i	-4%	-3%	1%	32%	7%
37	CCCCC/C(=N/O)c1c(C)[nH]c2ccccc12	4	?	-15%	-2%	6%[59 µM]	-6%	?	7%	?
38	O=C(O)c1ccccc1Nc1cccc(C(F)(F)F)c1	2&0	-7%	-11%	-4%	-3%[59 µM]	4%&42%	-1%	45%[activator]	-3%
39	COC(=O)C1=C(c2ccccc2)C[C@@H]2CC[C@H]1N2C(=O)NCCO	1	-6%	-23%	-3%	.	-9%	.	39%[activator]	-9%
40	COC(=O)C1=C(c2ccc(S(C)(=O)=O)cc2)C[C@@H]2CC[C@H]1N2C(=O)NC1CCCCC1	-1	-4%	-6%	-7%	.	2%	.	73%[activator]	-6%
41	CCc1cccc(NC(=O)C2CCN(S(=O)(=O)c3ccc(Br)s3)CC2)c1	0	-9%	-19%	-4%	4%[59 µM]	-3%	4%	18%	34%[activator]
42	Cc1ccc(NC(=O)c2ncn(CCCNCCN3CCOCC3)n2)cc1C	0	-12%	-5%	2%	.	10%	.	39%	2%
43	Cc1cccn2c(=O)c(/C=C(\C#N)c3nc4ccccc4s3)c(Oc3ccc(F)cc3)nc12	-1	-9%	79µM*	-1%	-25%[59 µM]	16%	-2%	47%[activator]	?
44	COC(=O)C1=C(c2cccc(OCc3ccccc3)c2)C[C@@H]2CC[C@H]1N2C(=O)NCc1ccc(C(C)(C)C)cc1	-3	-25%	-5%	-7%	2%[0.501 µM]	11%	-4%	21%	?

Compound activity: PubChem, National Center for Advancing Translational Sciences (NCATS)

These rows are one share of the data, so the mix of outcomes need not match the whole.
